Source: PubChem BioAssay
PME-1 Maybr inh – inhibitors of human PME-1 in Maybridge library. 16,000 tested, 0.5% active. Protein phosphatase methylesterase 1 (Homo sapiens), Q9Y570. recombinant PME-1, FP-Rh probe fluorescence polarization. inhibition, % at 9 µM. AID 2291, 2010; in the data active = inhibition above about 30%
S1P1 agonist – activates the human S1P1 receptor; 16,000 tested, 1.5% active; S1P1 agonist cell-based reporter assay; Sphingosine 1-phosphate receptor 1 (Homo sapiens), P21453; activation, % at 4.5 µM; in the data active = activation above about 80%
NOTCH ag – agonists of NOTCH signaling | 15,000 tested, 0.4% active | activation, % at 2.5 µM | NOTCH signaling luciferase reporter cells, luminescence; in the data active = activation above about 2.2%
TLR4-MyD88 inh – inhibitors of human TLR4-MyD88 binding | Toll-like receptor 4 (Homo sapiens), O00206 | Cell-based TLR4-MyD88 binding inhibition assay | inhibition, % at 10 µM | 16,000 tested, 0.06% active | AID 811, 2007; in the data active = inhibition above about 45%
OPRK1 antag MB – antagonists of human kappa opioid receptor OPRK1, Maybridge library. Kappa-type opioid receptor (Homo sapiens), P41145. inhibition, % at 9 µM. 16,000 tested, 0.4% active. AID 652031, 2013. OPRK1 cells, antagonist mode, fluorescence readout; in the data active = inhibition above about 50%
Target sequence (P41145 whole entry, looked up): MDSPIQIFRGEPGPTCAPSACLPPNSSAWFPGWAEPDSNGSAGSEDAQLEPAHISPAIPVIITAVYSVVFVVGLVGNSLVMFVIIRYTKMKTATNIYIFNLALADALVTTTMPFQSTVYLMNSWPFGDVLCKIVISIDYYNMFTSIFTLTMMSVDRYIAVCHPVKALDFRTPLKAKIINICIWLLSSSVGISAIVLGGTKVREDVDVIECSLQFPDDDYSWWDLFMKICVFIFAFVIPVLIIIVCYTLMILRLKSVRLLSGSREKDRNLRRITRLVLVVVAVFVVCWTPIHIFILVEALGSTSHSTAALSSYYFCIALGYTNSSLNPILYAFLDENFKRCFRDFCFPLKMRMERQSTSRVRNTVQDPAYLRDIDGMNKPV
rat GALR2 ag – agonists of rat galanin receptor 2 (GALR2); cell-based GALR2 agonist screen; activation, % at 10 µM; 16,000 tested, 0.5% active; in the data active = activation above about 15%
Nox1 inhibitor – inhibitors of human NADPH oxidase 1 (Nox1); HT29 cells, luminol chemiluminescence ROS; inhibition, % at 6.7 µM; 16,000 tested, 0.81% active
Target sequence (Q9Y5S8 whole entry, looked up): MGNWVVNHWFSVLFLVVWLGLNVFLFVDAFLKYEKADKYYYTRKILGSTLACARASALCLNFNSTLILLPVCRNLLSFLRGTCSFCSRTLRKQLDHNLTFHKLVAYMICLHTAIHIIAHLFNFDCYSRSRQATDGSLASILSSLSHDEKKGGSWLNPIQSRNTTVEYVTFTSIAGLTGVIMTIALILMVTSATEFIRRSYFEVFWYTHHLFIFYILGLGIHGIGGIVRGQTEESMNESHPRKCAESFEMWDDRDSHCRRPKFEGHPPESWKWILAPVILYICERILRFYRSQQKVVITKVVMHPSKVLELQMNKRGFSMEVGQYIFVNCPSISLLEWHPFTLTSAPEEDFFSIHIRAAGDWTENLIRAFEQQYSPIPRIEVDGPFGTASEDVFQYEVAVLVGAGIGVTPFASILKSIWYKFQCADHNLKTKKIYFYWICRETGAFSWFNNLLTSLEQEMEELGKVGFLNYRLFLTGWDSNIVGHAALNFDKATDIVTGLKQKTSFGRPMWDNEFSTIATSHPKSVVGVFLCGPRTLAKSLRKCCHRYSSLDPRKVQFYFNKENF
Luminol counter – counter-screen for Nox1 inhibitors: inhibitors of luminol chemiluminescence; HRP/luminol/H2O2 chemiluminescence counterscreen; inhibition, % at 6.7 µM; 16,000 tested, 0.4% active; also: reference of the scale not given here
Active calls of the source: *; / = not tested or not shown. Rule as the data show it, unless noted: active = inhibition above about 75%; inactive = the rest.

SMILES	PME-1 Maybr inh	S1P1 agonist	NOTCH ag	TLR4-MyD88 inh	OPRK1 antag MB	rat GALR2 ag	Nox1 inhibitor	Luminol counter
O=C1CSC(Cc2cccs2)=N1	-3	5	-0.5	-1	12	-8	-26	5
O=S(=O)(c1c(Cl)sc(Cl)c1Br)N1CCCC1	1	6	0.4	2	-7	-5	-12	1
CC(C)(C)C(=O)N1NC(=Nc2ccccc2)SC1(C)C	-1	-44	0.4	-5	29	-7	-27	7
Cc1occc1C(=O)C(C#N)=C(NCc1cccnc1)NCc1cccnc1	10	-4	0.1	/	31	-6	11	-6
Cc1onc(-c2ccccc2)c1NC(=O)Nc1ccc(C2=NC(C)(C)CO2)cc1	1	-13	-0.3	-7	-6	-4	-15	1
O=C(O)c1cccc2cccc(S(=O)c3ccccc3CO)c12 (stereo not given)	0	1	-0.3	4	4	-3	-76	2
CCOC(=O)C1CCN(S(=O)(=O)c2ccc3c(c2)OCCO3)CC1	3	-3	-0.1	3	16	-4	57	-3
CCOC(=O)c1cc(-c2ccccc2)sc1NC(=O)CSc1nnc(-c2ccco2)o1	1	0	-1.1	-2	13	-7	-20	-2
COC(=O)c1csc(S(=O)(=O)Nc2ccc(Cl)cc2)c1OC	2	34	-0.6	10	0	-7	-15	1
O=C1c2ccc3c4c(ccc(c24)C(=O)N1c1ccccc1)C(=O)N(c1ccccc1)C3=O	6	-6	-0.1	7	8	-8	22	-5
O=C(CSc1ccc(F)c(Cl)c1)c1ccc2c(c1)OCCO2	-3	-9	-0.6	-6	-11	-6	-30	1
c1cncc(-c2cc(N3CCOCC3)c3ccccc3n2)c1	2	-11	-5.8	7	-12	-3	-28	0
O=C(Oc1cccc(N2CCOCC2)c1)c1ccc(CSC(=S)N2CCSCC2)cc1	-6	8	-0.9	-65	15	-8	-42	3
Cc1c(NCC(=O)N(c2ccccc2)C2CCCCC2)cccc1[N+](=O)[O-]	1	54	-0.1	-1	7	-8	-51	2
CC1(C)CC(=O)C2=C(C1)NC1=C(C(=O)CC(C)(C)C1)C2c1cccs1	-2	21	-1.1	-3	-28	-3	-43	3
Cc1cc(C)c2c(n1)sc1c(Sc3nccn3C)ncnc12	12	-10	1.1	-1	-5	-5	-3	-6
O=S(=O)(c1cc(Br)c(Cl)s1)N1CCC(Cc2ccccc2)CC1	-6	-2	-0.6	-10	3	-8	-41	4
O=C1CSC(N2CCOCC2)=N1	-2	6	-0.1	6	3	2	-85	3
N#C/C(=C\Nc1cc(C(F)(F)F)cc(C(F)(F)F)c1)C(=O)Nc1ccc(Cl)cc1	0	30	-0.5	-2	8	-9	12	-2
N/C(=N\OC(=O)c1cnc2n(c1=O)CCS2)c1ccc(C(F)(F)F)cc1	0	-14	/	-16	-8	-8	-22	1
O=C(CSc1n[nH]c(=O)n1C1CC1)c1ccc(N2CCOCC2)cc1	-3	21	0.2	3	1	-10	-36	2
O=C1C(c2ccccc2)c2ccccc2N1Cc1ccccc1 (stereo not given)	-6	-1	0.1	3	-1	-5	10	-1
CC1=C(C)CC(C(=O)N2CCN(Cc3c(F)cccc3Cl)CC2)C(C(=O)O)C1 (stereo not given)	1	2	0.4	5	5	-8	-3	-1
CCCCC#Cc1ccc(C(=O)NNC(=S)NC)o1	4	2	0.2	-7	25	-6	28	-3
Cc1cc2c(NS(=O)(=O)c3ccc(F)cc3)cccc2nn1	1	-9	0.5	12	1	-5	-47	-1
(list continues)
SMILES	PME-1 Maybr inh	S1P1 agonist	NOTCH ag	TLR4-MyD88 inh	OPRK1 antag MB	rat GALR2 ag	Nox1 inhibitor	Luminol counter
O=C(Nc1ccno1)NN1CCOCC1	-14	-8	-0.9	-4	8	-4	-8	3
O=C(COC(=O)c1ccccc1Nc1ccccc1F)c1ccccc1	-9	4	-0.1	-3	6	-8	5	-1
Cc1noc(C)c1C(=O)Nc1nc2ccc(Cl)cc2s1	-1	-16	/	-1	14	-8	-10	-3
Clc1ccccc1CSC1=NCCCN1	0	-4	-5.7	-2	5	-2	-52	3
CN(C)CCC(=O)c1ccc2c(c1)OCCO2	-6	2	-0.3	2	-6	-3	-31	3
Cc1c(N=Cc2ccc(-c3cccc([N+](=O)[O-])c3)o2)c(=O)n(-c2ccccc2)n1C	20	7	0.8	8	2	-3	16	1
O=C(Cc1ccc2ccccc2c1)N/N=C/c1ccccc1[N+](=O)[O-]	-14	41	0.5	6	-11	-4	-9	3
O=S(=O)(NCC1CC1)c1ccc(F)cc1F	2	-6	-0.3	-3	2	-6	14	-2
CSc1cccc(OC(F)(F)F)c1NC(=O)C(C)(C)C	1	-3	-0.1	4	-3	-4	-37	-5
O=C(CC1C(=O)NCCN1C(=O)Nc1ccc(OCc2ccccc2)cc1)Nc1ccc(F)cc1 (stereo not given)	-2	-15	0.0	-2	-3	8	-13	-29
Cc1cc(-c2ccccc2)nc2c1/C(=N\O)CC(C)(C)C2	2	-6	0.0	1	6	-7	1	-7
O=C(NC(=S)NCc1ccco1)c1csc([N+](=O)[O-])c1	0	0	-0.5	-3	9	-5	-29	7
Cc1cccc(C)c1NS(=O)(=O)c1ccc(NC(=O)c2ccc(Cl)cc2)cc1	-1	-24	-0.5	-7	0	-1	18	-1
CS(=O)(=O)/C(C#N)=C/c1ccccc1OCc1c(Cl)cccc1Cl	7	30	0.1	-5	23	18*	21	-8
Cn1ncc2c(Sc3cccc4ccccc34)ncnc21	3	3	0.0	2	14	-3	-37	-2
N/C(CN1CCCCC1)=N\S(=O)(=O)c1cc(Cl)cc(Cl)c1	5	-3	-0.3	-5	12	-2	-48	1
O=C1C=CC(=O)N1C1CCN(Cc2ccccc2)CC1	-1	-4	-0.7	-3	-4	12	8	-2
O=C(Nc1ccc2ccccc2n1)Nc1cccs1	0	-9	-0.1	-11	8	-2	-6	-1
Nc1c(S(=O)(=O)c2ccc(Cl)cc2)cnc2cc(-c3ccccc3)nn12	4	22	-0.6	7	18	8	4	-5
O=S(=O)(CS(=O)(=O)Oc1ccc(Cl)cc1)Oc1ccc(Cl)cc1	-2	40	-0.1	4	15	-4	-32	-35
COc1ccc(Br)c(C(=O)Nc2ncccn2)c1	4	-1	-6.0	-1	4	-2	-87	-2
COc1cc([N+](=O)[O-])c(C#N)c(Cl)c1OC	-3	1	-0.8	-27	7	-10	22	1
Cn1nc(C(=O)N2CCOCC2)c(S(=O)(=O)N2CCOCC2)c1Cl	1	-12	-0.8	-2	-8	-8	-3	1
CCOC(=O)Cn1c2c(c(C(F)(F)F)cc1=O)C(=O)CCC2	6	-5	0.1	-6	-5	-5	-14	-5
COc1ccc(OCCC(=O)N/N=C/c2ccc([N+](=O)[O-])cc2)cc1	1	-5	0.1	-4	32	-6	16	-5

As a working copy, some entries already given.
SMILES	PME-1 Maybr inh	S1P1 agonist	NOTCH ag	TLR4-MyD88 inh	OPRK1 antag MB	rat GALR2 ag	Nox1 inhibitor	Luminol counter
O=C(CC1C(=O)NCCN1C(=O)Nc1ccc(OCc2ccccc2)cc1)Nc1ccc(F)cc1 (stereo not given)	-2	-15	0.0	-2	-3	8	-13	-29
Cc1cc(-c2ccccc2)nc2c1/C(=N\O)CC(C)(C)C2	2	-6	0.0	1	6	-7	1	-7
O=C(NC(=S)NCc1ccco1)c1csc([N+](=O)[O-])c1	0	0	-0.5	-3	9	-5	-29	7

Other records follow.
SMILES	PME-1 Maybr inh	S1P1 agonist	NOTCH ag	TLR4-MyD88 inh	OPRK1 antag MB	rat GALR2 ag	Nox1 inhibitor	Luminol counter
Cn1ccnc1CS(=O)(=O)c1cc(Cl)c(Oc2ccc([N+](=O)[O-])cc2Cl)c(Cl)c1	0	105*	-0.4	2	-14	-6	-55	1
CCOC(=O)CN1C(=O)N(CC(=O)c2ccccc2)C(c2ccccc2)(c2ccccc2)C1=O	-1	-14	-0.2	-8	-4	-10	-16	1
CN(C)/C=C(\C#N)c1ccc(OCc2ccc(Cl)c(Cl)c2)cc1	2	16	0.4	-3	-20	-8	-5	-5
O=S(=O)(NNc1c(Cl)cc(Cl)cc1Cl)c1ccc(Cl)cc1	2	13	-0.3	2	-15	-5	-24	6
N/C(CS(=O)(=O)c1cccs1)=N\OC(=O)Nc1ccc(Cl)cc1	-7	-11	-0.2	4	-5	-2	-30	4
CCOC(=O)C1CCN(c2sccc2[N+](=O)[O-])CC1	-1	-14	-0.5	-4	6	-8	-73	5
CS(=O)(=NC(=O)c1ncc(C(F)(F)F)cc1Cl)c1ccc(C(F)(F)F)cn1 (stereo not given)	2	0	-0.3	2	-24	-6	6	-3
NC(N)=NN=C1CCCCC1	0	-4	-0.5	1	0	-5	-54	4
Cc1ccc(S(=O)(=O)N2CCC(C(N)=O)(N3CCCCC3)CC2)cc1	-1	-13	-0.6	10	2	-7	7	-2
Cc1ccc(S(=O)(=O)NC(=O)Nc2scc(C)c2C(=O)c2ccccc2)cc1	1	-6	-0.3	3	-17	-6	-68	1
CC(C)=NNc1c(Cl)cc(Cl)cc1Cl	2	-2	0.2	-16	-2	-5	10	-5
Cc1cc(C)c(C#N)c(N2CCN(c3ccccc3)CC2)n1	7	16	-0.1	2	34	-9	30	-7
O=C(Oc1cccc(F)c1)c1ccc(Oc2cc(Cl)cc(Cl)c2)o1	6	-5	0.3	-9	0	-6	-28	4
Cc1c(C(=O)Nc2ccc(Cl)cc2)sc2nc(C(F)(F)F)nn12	0	-14	0.1	-1	30	-7	-3	-1
CCOC(=O)c1csc(NC(C)=O)n1	2	-11	-0.1	-3	3	-5	-3	-6
O=C(NCc1ccccn1)c1cccc(C(F)(F)F)n1	9	-8	0.5	-11	9	-1	-2	-6
Cc1nn(S(=O)(=O)c2ccccc2)c(C)c1Sc1nnnn1-c1ccccc1	8	18	-0.1	2	22	-5	-14	-7
CCOc1ccccc1C(=O)NC(Nc1ncccn1)(C(F)(F)F)C(F)(F)F	0	-6	-0.5	1	-19	-11	-2	-2
CSc1nsc(SC)c1C(=O)NCc1ccc2c(c1)OCO2	5	22	-0.3	-3	-8	-3	23	-9
Fc1ccc(-c2nc(-c3ccccc3)no2)c(Cl)c1	2	44	-0.1	2	6	-3	-38	0
COc1cc(C(=O)O)c([N+](=O)[O-])c(OC)c1OC	0	-4	0.1	-6	-8	-7	-50	4
CC(C)(C)/C(O)=C/c1nc2ccccc2[nH]c1=O	4	-3	-0.1	0	-15	-6	-5	-6
CCCc1cc(=O)[nH]c(SCC(=O)Nc2ccc(C(=O)OCC)cc2)n1	-3	11	-0.1	/	-18	-5	-42	3
CN(CCO)c1cc(C(F)(F)F)nc2ccccc12	1	0	-0.6	2	19	-6	-27	2
O=c1[nH]c(SCc2ccc(Cl)cc2)nc2c1CSC2	5	7	-0.9	-7	10	-6	-31	0

One compound at a time (already shown). Screens in order: PME-1 Maybr inh	S1P1 agonist	NOTCH ag	TLR4-MyD88 inh	OPRK1 antag MB	rat GALR2 ag	Nox1 inhibitor	Luminol counter
Record of CC(C)(C)/C(O)=C/c1nc2ccccc2[nH]c1=O : 4	-3	-0.1	0	-15	-6	-5	-6
Record of Nc1c(S(=O)(=O)c2ccc(Cl)cc2)cnc2cc(-c3ccccc3)nn12 : 4	22	-0.6	7	18	8	4	-5
Record of NC(N)=NN=C1CCCCC1 : 0	-4	-0.5	1	0	-5	-54	4

(list continues)
SMILES	PME-1 Maybr inh	S1P1 agonist	NOTCH ag	TLR4-MyD88 inh	OPRK1 antag MB	rat GALR2 ag	Nox1 inhibitor	Luminol counter
O=C(c1ccc(CSc2ccc(Cl)cc2)o1)N1CCOCC1	-3	13	0.1	1	-6	-6	-41	-2
CCOc1cc(N2CCOCC2)c(OCC)cc1NC(=O)c1cccs1	0	2	-0.3	8	16	-4	10	-1
O=C(Sc1ccc(C(F)(F)F)cn1)c1csc(C2COc3ccccc3O2)n1 (stereo not given)	2	-5	-0.4	-4	4	-9	-113	4
Cc1cccc(NC(=O)c2ccc(Cl)cc2)n1	3	6	0.2	2	8	1	-2	-4
O=C(OCc1ccccc1)c1cnc(N2CCSCC2)nc1C(F)(F)F	-3	33	0.0	5	20	-5	-32	-2
COC(=O)C1=C(Nc2ccc3c(c2)OCCO3)CSC1	-1	15	-0.3	-7	-5	-8	10	-1
CS/C(=N\C(=O)OC(C)(C)C)NC(=O)OC(C)(C)C	4	-8	1.8	-9	4	-7	-11	-6
C/C(=N\O)c1sc2scc(C)c2c1C	4	2	-0.2	0	-6	-6	-1	-9
COc1cc(OCc2ccccc2)ccc1CN1CCN(Cc2ccccc2)CC1	1	-1	-0.3	1	21	-5	-38	-1
c1ccc2c(c1)NC(c1ccc3c(c1)OCO3)O2 (stereo not given)	-4	-23	-0.1	-7	4	-7	80*	8
Cc1cc(C(=O)NC2(O)C(=O)c3ccccc3C2=O)n(C)n1	11	-9	0.4	12	20	-6	-11	4

Structures listed so far that bear a hit mark in rat GALR2 ag.
smiles	PME-1 Maybr inh	S1P1 agonist	NOTCH ag	TLR4-MyD88 inh	OPRK1 antag MB	rat GALR2 ag	Nox1 inhibitor
CS(=O)(=O)/C(C#N)=C/c1ccccc1OCc1c(Cl)cccc1Cl	7	30	0.1	-5	23	18*	21
